MazEF act – activators of E. coli MazEF toxin-antitoxin RNase; FAM/BHQ RNA-DNA oligo cleavage fluorescence, 5 h; activation, % at 20 µM; 350,000 compounds, 0.32% hits; P0AE70; in the data active means activation above about 50%
Target sequence (P0AE70 whole entry, looked up): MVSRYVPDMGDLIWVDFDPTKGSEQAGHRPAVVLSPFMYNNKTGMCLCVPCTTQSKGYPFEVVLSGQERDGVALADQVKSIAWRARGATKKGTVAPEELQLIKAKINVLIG
Vc quorum ag – inducers of Vibrio cholerae quorum light production without autoinducers; activation, % at 18.7 µM; V. cholerae BH1578 lux reporter, luminescence, 6 h; 350,000 compounds, 0.16% hits; in the data active means activation mostly above about 9.7%, no sharp cut-off; further: not every result past the cut was called active; inactives centre near 0; reference of the scale not given here
GDH-TPI counter – counter-screen for M. tuberculosis FBA inhibitors: GDH-TPI coupled enzymes. GDH-TPI coupled enzyme counterscreen, NADH absorbance. inhibition, % at 4.8 µM. 360,000 compounds, 1.2% hits. AID 588335; in the data active means inhibition above about 30%;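 further: 0% = DMSO wells and 100% = wells lacking the enzyme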
Rv3671c protease – inhibitors of M. tuberculosis serine protease Rv3671c; P9WHR9; inhibition, % at 5.96 µM; 320,000 compounds, 0.048% hits; AID 2606; in the data active means inhibition above about 38%;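 further: extracellular domain of Rv3671c used as enzyme; 0% = enzyme with DMSO and 100% = no enzyme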
Mtb BioA inh – inhibitors of Mycobacterium tuberculosis BioA enzyme | purified M. tuberculosis BioA enzyme, plate reader | inhibition, % at 9.99 µM | 360,000 compounds, 0.096% hits | AID 602481; in the data active means inhibition above about 40%
Mtb UGM inh – blocks M. tuberculosis UGM enzyme; purified UGM, fluorescence polarization probe displacement; 320,000 compounds, 0.06% hits; inhibition, % at 10 µM; in the data active means inhibition above about 10%, passing the limit was not always enough
Target sequence (P9WIQ1 whole entry, looked up): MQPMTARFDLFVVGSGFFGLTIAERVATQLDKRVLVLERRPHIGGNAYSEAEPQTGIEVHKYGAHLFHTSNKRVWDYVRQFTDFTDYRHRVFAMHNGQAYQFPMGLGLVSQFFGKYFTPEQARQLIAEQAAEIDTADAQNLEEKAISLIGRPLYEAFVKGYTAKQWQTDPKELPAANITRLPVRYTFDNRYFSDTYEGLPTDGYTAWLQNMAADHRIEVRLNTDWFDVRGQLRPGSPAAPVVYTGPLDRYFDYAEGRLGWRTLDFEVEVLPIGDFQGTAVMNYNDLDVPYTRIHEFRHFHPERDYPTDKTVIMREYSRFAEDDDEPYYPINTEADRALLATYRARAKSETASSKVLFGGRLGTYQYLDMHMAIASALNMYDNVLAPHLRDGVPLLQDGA
3CLpro inhibitor – SARS-CoV 3CLpro protease inhibition; 290,000 compounds, 0.14% hits; inhibition, % at 6 µM; P0C6X7; recombinant SARS-CoV 3CLpro, quenched FRET peptide cleavage; AID 1706; in the data active means inhibition above about 12%
FBA Mtb inh – Mtb fructose-bisphosphate aldolase inhibition | purified M. tuberculosis FBA, fluorescence read-out | inhibition, % at 1 µM | 360,000 compounds, 2.3% hits; in the data active means inhibition above about 27%;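 further: 0% = vehicle and 100% = reference inhibitor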
Target sequence (P9WQA3 whole entry, looked up): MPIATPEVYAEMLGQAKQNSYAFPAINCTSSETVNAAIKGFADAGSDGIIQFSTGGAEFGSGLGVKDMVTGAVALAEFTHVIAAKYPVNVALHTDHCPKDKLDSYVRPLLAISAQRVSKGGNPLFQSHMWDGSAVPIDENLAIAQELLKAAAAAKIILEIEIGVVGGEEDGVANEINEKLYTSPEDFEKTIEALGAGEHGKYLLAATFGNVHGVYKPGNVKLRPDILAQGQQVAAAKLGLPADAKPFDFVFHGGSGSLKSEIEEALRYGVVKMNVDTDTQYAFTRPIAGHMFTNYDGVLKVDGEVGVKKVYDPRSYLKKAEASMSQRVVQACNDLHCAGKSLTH
PriA SSB inh – K. pneumoniae PriA-SSBct interaction inhibition; AID 1272365; inhibition, % at 33 µM; 430,000 compounds, 0.6% hits; AlphaScreen SSBct-PriA binding, biotinylated peptide; in the data active means inhibition mostly above about 37%, no sharp cut-off; inactive means mostly below about 20%;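 further: plate controls were negative control peptide for no effect and reference peptide for full effect; strong numbers were not always called active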
VHR inh abs – inhibitors of human VHR1 phosphatase (DUSP3); recombinant VHR phosphatase, pNPP absorbance; 290,000 compounds, 0.52% hits; inhibition, % at 13.3 µM; AID 1654; in the data active means inhibition above about 50%; further: some compounds called inactive have numbers as strong as hits
Target sequence (P51452 whole entry, looked up): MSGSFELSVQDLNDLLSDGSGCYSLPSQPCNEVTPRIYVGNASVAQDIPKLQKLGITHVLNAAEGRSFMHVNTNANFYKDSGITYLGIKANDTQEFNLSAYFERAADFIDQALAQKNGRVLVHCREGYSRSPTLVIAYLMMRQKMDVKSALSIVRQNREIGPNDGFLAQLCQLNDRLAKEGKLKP
The depositor's hits bear a star; i = inactive; / = not tested or not shown; & = joins results of further samples. Only part of the results is shown; rates above refer to the full screens.

SMILES	MazEF act	Vc quorum ag	GDH-TPI counter	Rv3671c protease	Mtb BioA inh	Mtb UGM inh	3CLpro inhibitor	FBA Mtb inh	PriA SSB inh	VHR inh abs
COC(=O)c1ccc2nc(C)cc(Nc3ccccc3C)c2c1	9	-0.3	25	-5	1.1	-0.5	4	-2	-15	21
COc1ccc(Cl)cc1NC(=O)CN(C)C(=O)c1ccc2c(c1)CC(c1ccccc1)OC2=O (configuration not stated)	-5	2.1	2	-17	2.9	1.0	/	-2	-7	/
Cc1ccccc1OCC(=O)NNC(=O)c1ccc(-n2cncn2)c([N+](=O)[O-])c1	2	i	1	9	/	3.7	/	-2	1	/
CCCOC1CCCN(C(=O)c2ccc(OC)c(OC3CCN(C(C)C)CC3)c2)C1 (configuration not stated)	6	3.6	0	0	0.7	0.0	0	-2	-4	10
CCCC1(C(=O)O)NC(c2ccc(OC)cc2O)C2C(=O)N(c3ccc(OC)cc3)C(=O)C21 (configuration not stated)	2	-0.1	-11	1	-0.6	0.9	-4	-1	-16	25
CCc1ccc(-c2cc(C(=O)Nc3ccc(S(=O)(=O)NC(C)=O)cc3)c3ccccc3n2)cc1	2	i	20	-16	3.4	1.5	10	-3	0	10
COC(=O)c1nc(NC(=O)c2ccc(Cl)cc2)n[nH]1	3	-0.4	4	-3	-0.1	2.3	2	-1	-7	-1
Cc1ccc(OCC(=O)NCCc2c[nH]c3ccccc23)cc1	-20	-0.2	-4	-9	1.6	/	-1	8	12	15
Cc1ccc(NC(=O)[C@H](C)NC(=O)C2CCN(C(=O)[C@@H](N)C(C)C)CC2)cc1	-7	i	3	5	-1.1	0.0	-3	3	-10	-16
CC1CCN(c2c(NCc3ccc(C(=O)NCc4cccnc4)cc3)c(=O)c2=O)CC1	5	0.0	5	0	-1.2	1.3	4	6	-7	25
CCOC(=O)C1CCCN(c2cc(C)nc3cc(-c4ccc(F)cc4)nn23)C1 (configuration not stated)	0	i	16	1	-0.3	-3.4	5	5	-11	25
CC1(C)Cc2ccccc2C(=NCCCC(=O)O)N1	2	i	6	3	-1.4	-0.9	2	-4	-10	7
CC1(C(=O)NS(=O)(=O)c2ccccc2Cl)CCN1C(=O)C1(c2ccccc2)CC1 (configuration not stated)	/	i	-6	/	-0.7	/	/	-2	/	/
CCc1ccc(NC(=O)C2CCCN(S(=O)(=O)c3ccc4c(c3)CC(C)N4C(C)=O)C2)cc1 (configuration not stated)	-1	/	1	5	2.0	0.2	-2	-2	2	25
CNC(C)C(=O)NC(C(=O)N1CCCC1C(=O)NNc1ccccc1)C(C)C (configuration not stated)	-4	i	-6	-3	-0.6	-0.2	/	-2	-14	/
Cc1cc(Br)ccc1NC(=O)CN(C)C(=O)C1CCN(c2ncnc3sc(C)c(C)c23)CC1	-8	-2.8	3	/	0.3	/	/	4	1	/
Cc1ccc(NC(=O)COC(=O)/C=C/c2cccs2)c(C)c1	-16	0.0	18	6	/	-0.9	2	8	-1	3
O=C(CSc1nnc(COc2ccccc2)o1)c1ccccc1	-6	-0.2	6	3	0.2	-1.8	-1	-5	-19	24
CS(=O)(=O)Nc1ccc(C(=O)NCCC2=CCCCC2)cc1	4	i	-17	-1	0.3	3.4	-3	4	-4	5
COc1ccc(S(=O)(=O)N(CC(=O)Nc2ccccc2C(=O)N2CCOCC2)c2ccc(F)cc2)cc1	6	i	-10	12	0.5	-0.9	-1	2	-11	4
CCOC(=O)C1=C(c2ccccc2)NC(=O)NC1c1ccc(OCC#N)c(OC)c1 (configuration not stated)	6	-7.7	-1	4	2.7	0.3	1	1	2	-4
Cc1ccc2c(C)c(C(=O)Nc3cccnc3)oc2c1C	1	-0.9	-3	/	0.3	/	/	-2	-12	/
CC(C)C(=O)Nc1ncc(C(F)(F)F)cc1Cl	-3	i	-7	-23	-1.6	1.3	3	1	6	12
O=S(=O)(Nc1ccccc1N1CCCCC1)c1ccc(F)cc1	6	0.4	2	5	-0.6	0.3	-6	0	-3	6
Cc1cccc(C(=O)NC(=S)NNC(=O)COc2c(C)cccc2C)c1	4	-0.4	7	-9	/	2.7	5	1	2	-8
COc1ccc(-c2sccc2C(C)C(=O)O)cc1 (configuration not stated)	-3	-0.8	12	-3	-0.3	0.3	2	-2	-17	14
COC(=O)c1cc2ccsc2n1Cc1cccc(F)c1	-5	-0.4	-5	-2	/	-1.9	-2	-2	-18	-7
Cc1ccccc1OCC(=O)NC1CCCCCCC1	-11	-0.3	1	7	0.4	-3.7	-4	2	2	20
Nc1nnc(SCC(=O)NC2CCCC2)s1	5	i	5	5	-0.4	0.4	0	-6	-5	9
CCOc1c2ccc(C(=O)NCc3ccc(C(F)(F)F)cc3C(F)(F)F)cc2nn1C	2	-7.1	3	1	0.2	-2.1	8	60*	-33	-2
O=C(COC(=O)c1cccnc1SC(F)F)NC1CC1	6	-5.7	2	-6	0.7	/	/	3	-4	/
COc1ccc(N2CCN(C(=O)c3ccc(NS(=O)(=O)c4cccs4)cc3)CC2)cc1	6	i	0	-7	5.7	1.0	2	2	2	2
Cc1cccc(NC(=O)CSCC(=O)Nc2ccc(S(=O)(=O)N3CCCC3)cc2)c1	-2	i	4	6	/	1.4	/	2	-10	/
O=C(N/N=C/c1cccc(Oc2ccccc2)c1)c1ccccc1F	/	-0.3	7	1	2.0	-0.7	0	4	/	-22
NS(=O)(=O)c1ccc(NC(=O)COC(=O)CCc2ccc(S(=O)(=O)N3CCOCC3)cc2)cc1	5	i	4	-8	-1.0	1.8	-6	3	1	10
CCn1nnc(C(=O)O)c1C(=O)O	6	i	9	12	/	-1.1	0	1	-11	-14
O=S(=O)(NC1CCCCC1)c1ccc(-c2csnn2)s1	6	i	10	0	17	-1.3	4	-1	-13	-4
N#Cc1c(NC(=O)CN2CCN(S(=O)(=O)c3ccc4c(c3)OCCO4)CC2)sc2c1CCC2	11	-14	8	2	0.0	-1.0	4	-6	-9	13
Oc1[nH]c(=S)sc1C=C1N=c2ccccc2=N1	2	-0.3	16	-5	-0.1	3.4	-2	-5	-4	10
CCN(CC)CCN(C(=O)c1c(F)cccc1F)c1nc2cc(C)cc(C)c2s1	0	i	5	-5	/	0.5	6	4	-4	6
O=C(Nc1ccnn1C1CCN(Cc2cccnc2)CC1)c1ccccc1Cl	6	i	-2	7	1.2	1.2	0	-4	3	22
Cc1cc(NC(=O)c2cc(-c3cccs3)nc3ccccc23)no1	-1	-0.2	22	-9	-3.0	-0.4	-4	71*	-15	11
O=C(N/N=C\c1ccco1)c1cncc(Br)c1	/	/	/	2	/	-1.1	3	/	/	1
NC(=S)N/N=C/c1c(O)ccc2ccccc12	3	-1.0	32*	34	/	0.5	-5	-3	/	4
COc1ccc(NC(=O)CN2CCN(c3nc(-c4cccc(OC)c4)cs3)CC2)cc1	-14	-0.4	4	0	-2.3	1.5	-1	-3	-8	25
O=C(CSc1nc2c(cnn2-c2cccc(Cl)c2)c(=O)[nH]1)NCC1CCCO1 (configuration not stated)	1	i	-8	-7	-0.3	1.5	/	2	0&-3	/
COc1cc2c(cc1OC)/C(=C/C(=O)N1CCOCC1)NC(C)(C)C2	12	/	/	-5	/	1.0	4	/	-6	32
CC(=O)Nc1ccc(S(=O)(=O)N(C)CC(=O)NCCOc2ccccc2)cc1	1	i	-3	-1	0.2	-0.2	/	0	0	/
COc1ccc(OC)c(S(=O)(=O)Nc2cccc(-c3ccc4nncn4n3)c2)c1	3	-0.3	2	7	-0.9	-1.8	1	-5	-7&0	30
Nc1nccc(-c2ccc(-n3cnc4ccccc43)cc2)n1	-4	-1.1	11	-2	/	-4.5	1	12	-10	20
COc1ccc(S(=O)(=O)n2c(CCN3CCOCC3)nc3ccccc32)cc1	2	i	5	3	-0.7	-2.2	-3	2	1	7
CCN(C(=O)CSc1nnc2c3ccccc3n(CC)c2n1)C1CCS(=O)(=O)C1 (configuration not stated)	9	1.1	19	-12	/	1.5	-5	3	-9	-13
O=C(CCCOc1ccc(Cl)cc1Cl)NCCc1ccccn1	6	i	0	-2	-0.2	1.9	3	-2	-2	18
COP(=S)(OC)Oc1ccc(Sc2ccc(OP(=S)(OC)OC)cc2)cc1	-22	-0.5	7	/	1.6	/	/	0	-28	/
CC(=O)c1ccc(-c2nnc(CCC(=O)N(C)Cc3c(C)nc4ccccn34)o2)s1	11	-0.4	9	-2	18	0.5	3	-4	-8	4
Cc1ccc(NC(=O)c2ccc(S(=O)(=O)N3CCCC3)cc2)nc1	5	-0.7	-4	2	/	2.0	/	-2	-1	/
Cc1ccc(NC(=O)NC2C(NC(=O)Nc3ccc(C)cc3)N(C)C(=O)N2C)cc1 (configuration not stated)	1	i	1	2	-2.3	-0.8	0	-1	5	36
CCOc1ccc2c(c1)C(c1ccc(C)cc1)=NNC(c1ccc(C)cc1)=N2	2	-1.0	13	3	0.7	-1.2	3	0	4	-9
CCCCOC(=O)n1c(=O)oc2cc(S(=O)(=O)N3CCCCC3)ccc21	-3	-3.3	2	-15	1.4	1.8	1	-1	-14	10
CCOC(=O)c1ccc(NC(=O)NCc2c(C)nn(CC)c2C)cc1	3	-0.3	10	-7	0.0	0.5	2	-1	-6	12

Reprinted from the results shown for reference:
SMILES	MazEF act	Vc quorum ag	GDH-TPI counter	Rv3671c protease	Mtb BioA inh	Mtb UGM inh	3CLpro inhibitor	FBA Mtb inh	PriA SSB inh	VHR inh abs
COP(=S)(OC)Oc1ccc(Sc2ccc(OP(=S)(OC)OC)cc2)cc1	-22	-0.5	7	/	1.6	/	/	0	-28	/
CC(=O)c1ccc(-c2nnc(CCC(=O)N(C)Cc3c(C)nc4ccccn34)o2)s1	11	-0.4	9	-2	18	0.5	3	-4	-8	4
Cc1ccc(NC(=O)c2ccc(S(=O)(=O)N3CCCC3)cc2)nc1	5	-0.7	-4	2	/	2.0	/	-2	-1	/
Cc1ccc(NC(=O)NC2C(NC(=O)Nc3ccc(C)cc3)N(C)C(=O)N2C)cc1 (configuration not stated)	1	i	1	2	-2.3	-0.8	0	-1	5	36
CCOc1ccc2c(c1)C(c1ccc(C)cc1)=NNC(c1ccc(C)cc1)=N2	2	-1.0	13	3	0.7	-1.2	3	0	4	-9
CCCCOC(=O)n1c(=O)oc2cc(S(=O)(=O)N3CCCCC3)ccc21	-3	-3.3	2	-15	1.4	1.8	1	-1	-14	10
CCOC(=O)c1ccc(NC(=O)NCc2c(C)nn(CC)c2C)cc1	3	-0.3	10	-7	0.0	0.5	2	-1	-6	12

(cont.)
SMILES	MazEF act	Vc quorum ag	GDH-TPI counter	Rv3671c protease	Mtb BioA inh	Mtb UGM inh	3CLpro inhibitor	FBA Mtb inh	PriA SSB inh	VHR inh abs
CCCc1cc(=O)oc2cc(C)cc(OCC(=O)NCC(O)c3ccccc3)c12 (configuration not stated)	5	-0.2	10	-1	-0.4	-3.7	-1	61*	6	-10
COc1ccc2ccc(=O)oc2c1CC(=O)C(C)C	7	-0.3	14	-3	7.1	/	/	39*	-2	/
Cc1cc(C)c2c(=O)n3c(nc2c1)C(C)NC(=O)c1cccnc1-3 (configuration not stated)	5	i	5	/	-2.9	/	/	-5	/	/
COc1cc(NC(=O)c2cccc(F)c2)ccc1NC(=O)c1cc2ccccc2o1	-2	i	-8	-7	-1.0	0.2	-6	3	8	28
Cc1ccc(S(=O)(=O)N2CCC(=O)N(C(COCc3cccc(C(F)(F)F)c3)Cc3ccccc3)CC2)cc1 (configuration not stated)	3	-3.7	6	-14	0.3	3.1	4	-2	-6	-7
CN(C)CC(C)(C)CNS(=O)(=O)CC12CCC(CC1=O)C2(C)C (configuration not stated)	5	-1.2	9	-2	-1.3	0.3	2	-2	7	-28
COc1cc(OC)c(NS(=O)(=O)c2coc(C(N)=O)c2)cc1Cl	10	-0.2	4	1	1.0	2.2	-2	0	6	8
Cc1csc(SCC(=O)NC(=O)NC(C)(C)C)n1	-1	i	2	6	/	0.2	2	-4	7	12
CCN(C(=O)COC(=O)CNC(=O)c1ccc(C)cc1)c1c(N)n(Cc2ccccc2)c(=O)[nH]c1=O	2	2.0	1	1	-1.2	-0.8	/	-2	-13	/

Assay outcomes (PubChem BioAssay)
